MgcRacGAP inhibition – MgcRacGAP GTPase-activating activity inhibitors, confirmation, biochemical, ADP Hunter fluorescence. MgcRacGAP-stimulated Rac1 GTP hydrolysis, ADP Hunter fluorescence; higher % means a stronger effect; GST-tagged Rac1 F28L mutant substrate. one-dose inhibition, % at 30 µM; IC50 in µM for titrated hits. 340,000 compounds, 0.6% hits;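 active = first-screen hits whose inhibition reached a set limit at any dose in the follow-up dose series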;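 note: fluorescence reports GDP produced by GAP-driven GTP hydrolysis; strong numbers were not always called active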
GPR55 antagonists – inhibition of LPI-stimulated GPR55 beta-arrestin translocation – imaging, U2OS, beta-arrestin-GFP, LPI agonist, primary screen (AID 2013); U2OS GPR55 beta-arrestin-GFP translocation imaging, LPI antagonism; higher % means a stronger effect; inhibition, % at 10 µM, or IC50 in µM where a hit was titrated; 290,000 compounds, 0.13% hits;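 active = spots per cell inhibited over 60%, with over 100 cells counted and total cytoplasm intensity under 500,000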;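 note: U2OS cells stably carrying GPR55 and arrestin-GFP stimulated by 5 µM LPI near EC80; imaged beta-arrestin-GFP aggregate spots per cell after agonist stimulation; plate controls were LPI-stimulated DMSO wells for no effect and DMSO wells without LPI for full effect; some results filed as inactive read as strong as hits; confirmed hits need IC50 under 10 µM and bright autofluorescent wells are also inconclusive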
NOD1 inhibition – NOD1 signaling inhibitors, primary screen, cell-based, luminescence, uHTS (AID 1578); NOD1-driven NF-kB luciferase reporter cells, luminescence; higher % means a stronger effect; 290,000 compounds, 1% hits; one-dose inhibition, % at 4 µM; EC50 in µM for titrated hits; in the data active = inhibition mostly above about 36%, no sharp cut-off; inactive = mostly below about 34%;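 note: HEK-293T reporter cells stimulated with the NOD1 agonist gamma-tri-DAP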
KOR beta-arrestin-1 – KOR antagonists, beta-arrestin recruitment, cell-based, luminescence, uHTS (AID 1778). KOR beta-arrestin recruitment, luminescence, antagonist mode; higher % means a stronger effect. one-dose inhibition, % at 10 µM; IC50 in µM for titrated hits. 290,000 compounds, 0.091% hits; in the data active = inhibition above about 50%; note: strong numbers were not always called active
NTR1 ag – NTR1-driven beta-arrestin-GFP spot formation – imaging, U2OS cells, high content, primary screen (AID 493036); P30989; agonist mode; activation, % at 20 µM; 330,000 compounds, 0.17% hits;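 active = activation at or above 40% of the spot to cytoplasm intensity ratio, with at least 20 cells analyzed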;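 note: 0% = DMSO without peptide and 100% = 100 nM NTR1 peptide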
Target sequence (P30989 whole entry, looked up): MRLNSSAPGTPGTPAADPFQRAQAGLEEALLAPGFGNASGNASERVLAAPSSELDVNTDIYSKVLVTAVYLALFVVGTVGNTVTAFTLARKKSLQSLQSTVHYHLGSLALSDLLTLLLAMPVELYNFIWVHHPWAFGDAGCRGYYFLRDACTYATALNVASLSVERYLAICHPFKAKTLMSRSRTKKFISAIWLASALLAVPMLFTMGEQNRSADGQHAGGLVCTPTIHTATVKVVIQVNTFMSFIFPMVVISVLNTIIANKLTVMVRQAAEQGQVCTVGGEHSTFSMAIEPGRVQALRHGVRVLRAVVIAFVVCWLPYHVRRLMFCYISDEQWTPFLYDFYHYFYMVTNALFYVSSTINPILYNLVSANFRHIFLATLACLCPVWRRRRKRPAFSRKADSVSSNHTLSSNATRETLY
GPR55 activation – GPR55 agonists via beta-arrestin recruitment, primary screen, imaging, U2OS cells, beta-arrestin-GFP redistribution (AID 1961) | U2OS GPR55 beta-arrestin-GFP redistribution imaging; higher % means a stronger effect | 290,000 compounds, 0.048% hits | activation, % at 10 µM; hits with a dose series show EC50 in µM;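 active = activation above 40% with more than 50 cells counted in the well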;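 note: U2OS osteosarcoma cells stably expressing GPR55 and beta-arrestin-GFP; plate controls were DMSO negative control for no effect and LPI positive control for full effect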
KOR beta-arrestin-2 – KOR agonists, beta-arrestin recruitment, primary screen, cell-based, luminescence, uHTS (AID 1777); KOR beta-arrestin recruitment, luminescence; higher % means a stronger effect; one-dose activation, % at 10 µM; EC50 in µM for titrated hits; 280,000 compounds, 0.02% hits; in the data active = activation above about 50%, passing the limit was not always enough; note: a part of the inactive calls stands beside numbers as strong as those of hits
K1F lysis inhibition – inhibition of K1F phage lysis, E. coli UTI89, bacterial capsule biogenesis inhibitors, alamar blue (AID 488966); E. coli UTI89 K1F phage lysis, alamar blue, 2 h; higher % means a stronger effect; one-dose inhibition, % at 100 µM; IC50 in µM for titrated hits; 340,000 compounds, 0.02% hits;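 active = phage lysis inhibition, versus mean bacterial control, above a set limit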;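 note: capsule biogenesis inhibitors block K1F phage lysis so surviving cells raise fluorescence; higher fluorescence means more inhibition of phage lysis; actives were called in the ten point dose series up to 300 µM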
GPR35 arrestin U2OS – GPR35 antagonists blocking zaprinast-driven arrestin recruitment, primary screen, imaging, U2OS, beta-arrestin-GFP, zaprinast agonist (AID 2058); inhibition, % at 10 µM; hits with a dose series show IC50 in µM; 290,000 compounds, 0.052% hits; U2OS GPR35 beta-arrestin-GFP translocation imaging, zaprinast antagonism; higher % means a stronger effect;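 active = inhibition of at least 50% with at least 30 cells and total cytoplasm GFP at most 10,000,000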
NTR1 ag cell count 20 µM – also measured in NTR1 ag; calls as there; cell count; measured here: cell count, cytotoxicity flag
The depositor's hits bear a star; nt = not tested or not shown; [ ] = another dose, or the depositor's remark.

SMILES	MgcRacGAP inhibition	GPR55 antagonists	NOD1 inhibition	KOR beta-arrestin-1	NTR1 ag	NTR1 ag cell count 20 µM	GPR55 activation	KOR beta-arrestin-2	K1F lysis inhibition	GPR35 arrestin U2OS
CCc1ccc(C(=O)/C=C/NCc2ccc(F)cc2)cc1	2%	12%	-8%	6%	5.7	65	-0.3%	-1.7%	3.9%	3%
CCC(C)(C)NC(=O)C(c1ccc(OC)cc1)N(C(=O)CCC(=O)Nc1cc(C)on1)c1ccc2c(c1)OCCO2 (stereo not given)	4%	9%	-28%	-3%	0.3	30	0.2%	2.9%	0.0%	-12%
Cc1c(C(=O)N2CCCCC2)c(S(=O)(=O)NCCc2ccc(Cl)cc2)c(C)n1C	10%	2%	-25%	-6%	-1.0	70	-0.3%	-0.3%	1.1%	-4%
CO/N=C\c1cc(C(=O)c2ccc(Cl)cc2Cl)cn1C	nt	11%	2%	24%	0.7	88	-0.3%	-5.4%	nt	3%
O=C(NCc1ccco1)c1nnc(Cc2ccc(Cl)cc2)o1	-6%	5%	12%	22%	-2.8	69	0.3%	-2.3%	0.5%	13%
Cc1ccc(C(=O)O/N=C(/c2nonc2N)N(C)C)cc1	0%	9%	10%	-9%	0.9	47	-0.1%	0.3%	0.3%	2%
Fc1cc(Br)ccc1NC(=S)Nc1cccnc1	4%	10%	-24%	30%	-0.6	70	-0.2%	-2.4%	0.1%	-9%
Cc1ccsc1/C=N/NC(=O)c1ccc2c(c1)OCCO2	7%	11%	-5%	-4%	1.2	66	-0.2%	2.6%	-1.5%	7%
CSc1ccc(CNCC2CCCO2)cc1 (stereo not given)	10%	-2%	-12%	-77%[20 µM]	0.1	62	0.0%	-0.7%	-0.2%	6%
COc1ccccc1N1CCN(C(=O)C(C)N(c2ccccc2)S(C)(=O)=O)CC1 (stereo not given)	4%	3%	14%	-6%	-2.7	64	-0.1%	0.1%	0.5%	-2%
COc1cc(CN2CCNC(=O)C2CC(=O)NC2CCCCC2)cc(OC)c1 (stereo not given)	6%	-8%	-8%	-16%	-0.5	53	-0.1%	1.8%	3.6%[50 µM]	-6%
COC(=O)Cn1c(=O)c2c(nc3n2CCCN3CCc2ccccc2)n(C)c1=O	23%	-12%	-2%	-29%	1.0	91	0.0%	1.6%	-1.7%[50 µM]	-2%
CCOC(=O)c1ccc2c(c1)nc(SCC(=O)N1CCCCC1)n2CC	10%	15%	-13%	-5%	0.8	54	0.1%	2.7%	0.0%	9%
CC(C)(C)NC(=O)CCCSc1nc2ccccc2s1	9%	-2%	-32%	-7%	0.2	59	-0.6%	-3.9%	0.2%	-9%
C=CCn1cc([N+](=O)[O-])nc1C	-6%	9%	-2%	-11%	0.2	60	0.5%	4.8%	0.0%	-3%
O=C(Nc1ccccc1)c1ccc(CSc2ccccn2)cc1	17%	6%	-99%	-30%	-0.5	42	0.0%	-3.5%	0.5%	12%
CCOc1ccc(NC(=O)CN(C)CC(=O)NC(C)c2ccccc2)cc1OCC (stereo not given)	3%	11%	-33%	-10%	0.4	69	-0.6%	0.2%	0.0%	-11%
CCC(=O)Nc1ccc2nc(C3CC3)n(Cc3ccc(C(C)(C)C)cc3)c(=O)c2c1	8%	15%	-10%	12%	13	67	0.0%	0.8%	-0.9%[50 µM]	9%
C[C@H](NC(=O)[C@@H]1CSC2c3ccccc3C(=O)N21)C(=O)NC1CCCCC1 (stereo not given in full)	-7%	-28%	37%	-15%	-0.5	65	-0.1%	13%	-0.1%	3%
O=C(Nc1ccc2c(c1)OCO2)N1CCN(S(=O)(=O)c2ccc(Cl)cc2)CC1	5%	4%	-32%	22%	-0.6	79	-0.1%	-1.8%	2.6%	-4%
CCOC(=O)C(NC(=O)C1C(C)N1S(=O)(=O)c1ccc(C)cc1)C(=O)OCC (stereo not given)	9%	9%	-31%	5%	0.7	58	0.0%	0.8%	1.4%[50 µM]	2%
Cc1ccc(-n2nc3c(=O)n(CCCC(=O)NCc4ccc(F)cc4)nc(C)c3c2C)cc1	-15%	10%	1%	12%	1.2	65	0.3%	-4.9%	-0.5%	-9%
O=C(Nc1ccc(-c2n[nH]c(=S)o2)cc1)c1ccccc1	nt	-5%	-12%	6%	-0.6	104	-0.1%	1.5%	0.2%	-1%
C=CCOc1ccc(/C=N/O)cc1Cl	10%	-5%	-16%	4%	4.0	31	0.1%	4.7%	9.7%	-4%

Reformatted bar-delimited: entries from further up.
SMILES | MgcRacGAP inhibition | GPR55 antagonists | NOD1 inhibition | KOR beta-arrestin-1 | NTR1 ag | NTR1 ag cell count 20 µM | GPR55 activation | KOR beta-arrestin-2 | K1F lysis inhibition | GPR35 arrestin U2OS
O=C(Nc1ccc(-c2n[nH]c(=S)o2)cc1)c1ccccc1 | nt | -5% | -12% | 6% | -0.6 | 104 | -0.1% | 1.5% | 0.2% | -1%
CCC(=O)Nc1ccc2nc(C3CC3)n(Cc3ccc(C(C)(C)C)cc3)c(=O)c2c1 | 8% | 15% | -10% | 12% | 13 | 67 | 0.0% | 0.8% | -0.9%[50 µM] | 9%
O=C(Nc1ccccc1)c1ccc(CSc2ccccn2)cc1 | 17% | 6% | -99% | -30% | -0.5 | 42 | 0.0% | -3.5% | 0.5% | 12%

(listing goes on)
SMILES	MgcRacGAP inhibition	GPR55 antagonists	NOD1 inhibition	KOR beta-arrestin-1	NTR1 ag	NTR1 ag cell count 20 µM	GPR55 activation	KOR beta-arrestin-2	K1F lysis inhibition	GPR35 arrestin U2OS
Nc1cc(=O)[nH]c(SCC(=O)Nc2ccccc2-c2ccccc2)n1	-1%	18%	-13%	22%	3.0	62	-0.4%	-20%	0.3%	-2%
CCn1c(=O)c2sccc2n(CC(=O)NC2CCCC2)c1=O	4%	11%	-19%	-22%	0.3	42	0.2%	1.2%	0.1%	13%
O=C(C[n+]1cccc2ccccc21)c1ccccc1	5%	-12%	58%	-35%	-3.5	52	-0.3%	8.4%	1.6%	-10%
CN(C)CCCN(C(=O)c1cc2ccccc2oc1=O)c1nc2c(F)cccc2s1	8%	1%	-26%	11%	-1.1	64	0.1%	-2.9%	1.1%[50 µM]	-11%
Cc1ccc(-c2csc(NC(=O)CCNC(=O)c3ccc(Cl)cc3)n2)cc1	8%	4%	-9%	-331%[20 µM]	-1.3	81	-0.1%	29%	-0.7%	-21%
O=C(NCCCSc1ccccc1)c1cnc(Cl)c(Cl)c1	2%	1%	-26%	-13%	0.8	52	-0.1%	3.4%	0.3%	7%
CCCCC(=O)Nc1ccc(C(=O)NN2C(=O)c3ccccc3C2=O)cc1	-3%	2%	-9%	21%	-0.5	73	0.3%	-2.9%	-1.1%	-1%
O=C1/C(=C\c2ccc(O)c(O)c2)C(c2ccccc2)=NN1c1ccccc1	24%	-4%	10%	-39%[20 µM]	nt	nt	0.2%	-11%	0.4%	-4%
O=C(O)c1ccc(COc2ccc3c4c(c(=O)oc3c2)CCC4)o1	5%	5%	-42%	8%	-2.7	89	-0.1%	-2.7%	0.2%	16%
O=C(NC(Cc1ccccc1)C(=O)NCc1ccccn1)c1ccco1 (stereo not given)	6%	-10%	nt	0%	0.6	43	-0.2%	0.3%	0.0%	-6%
CCOC(=O)CNC(=O)COc1coc(CN2CCN(c3ccc(F)cc3)CC2)cc1=O	8%	10%	-5%	-18%	0.1	64	-0.1%	2.0%	0.3%	23%
Cc1cc2c3c(c1)C(C)CC(C)(C)N3C(=O)C2=O (stereo not given)	6%	-5%	-10%	-124%[20 µM]	6.0	67	-0.1%	nt	0.4%	3%
CCOC(=O)CC(=O)CSc1nccc(-c2cccnc2)n1	17%	-1%	8%	-4%	0.0	48	-0.1%	3.0%	-0.2%	-8%
COc1ccc(CCN(C)Cc2ccc(OCc3ccccc3)c(OC)c2)cc1OC	20%	4%	-21%	-14%	-0.2	82	-0.1%	3.3%	5.7%	-4%
CCC(OC(=O)C(C)N1C(=O)C(=O)c2ccccc21)C(=O)Nc1ccccc1OC (stereo not given)	-2%	0%	-10%	-122%	3.3	48	-0.1%	1.0%	0.6%	-14%
CC1(OC(=O)C2CCCC2)C(=O)C=C2C=C(c3ccsc3)N(c3ccccc3)C=C2C1=O (stereo not given)	8%	7%	-7%	6%	-0.8	69	-0.2%	5.0%	-0.6%	-6%
CC[C@H](C)[C@@H]1NC(=O)c2cc([N+](=O)[O-])cc(I)c2NCC[C@@H](C(N)=O)NC(=O)[C@H](CCCN=C(N)N)NC1=O	nt	6%	-20%	-17%	-2.1	77	0.2%	0.2%	nt	11%
CCC1CCc2sc(C(=O)N3CCN(c4ccccn4)CC3)cc2C1 (stereo not given)	6%	-1%	-22%	-37%	6.3	65	0.2%	6.8%	0.7%[50 µM]	-7%
CCn1cnc2sc(C(=O)Nc3ccc4c(c3)OCO4)c(C)c2c1=O	13%	4%	nt	33%	-0.8	40	0.6%	-1.9%	0.0%	1%
Cc1nc2ccccc2c(=O)n1Cc1ccco1	nt	-3%	-6%	27%	0.4	56	0.5%	-8.4%	nt	-7%
O=C(COC(=O)C1CC1)NC(=O)NCc1ccccc1	5%	18%	-34%	16%	-1.2	55	0.2%	-2.0%	0.3%	4%
O=C(c1c[nH]c2ccccc12)C(F)(F)F	5%	7%	8%	19%	0.1	56	-0.1%	-2.6%	1.1%	2%
CN(C)S(=O)(=O)c1ccc(NC(=O)CN2CCCc3ccccc32)cc1	11%	10%	-8%	5%	-1.4	68	1.0%	-2.9%	0.1%	-2%
O=C(Nc1ccc(Br)cc1)C1CCC(=O)N1Cc1ccccc1Cl (stereo not given)	4%	20%	-4%	-8%	0.4	44	0.3%	1.0%	0.4%	-2%
Brc1ccc(C2=CC(c3ccco3)n3ncnc3N2)cc1 (stereo not given)	11%	3%	-10%	8%	0.1	82	-0.2%	1.4%	0.9%	-2%
CCN(CC)S(=O)(=O)c1ccc(O)c(NC(=O)CN2CCc3ccccc3C2)c1	-2%	-8%	-2%	10%	1.8	43	0.0%	-2.7%	-0.3%	-12%
Cc1cc(S(=O)(=O)N2CC(=O)N(CCc3ccccc3)C(=O)C2)ccc1F	13%	0%	4%	-41%	-0.6	41	-0.1%	-0.8%	-0.1%	2%
O=C(CCCN1C(=O)c2ccccc2C1=O)NCCN1C(=O)S/C(=C\c2cccs2)C1=O	5%	-1%	33%	-12%	2.0	38	0.0%	20%	1.8%	15%
COc1ccc(-c2c(C)nc(N)nc2-c2ccc(OCc3ccc(C)cc3)cc2O)cc1OC	3%	10%	29%	-58%	8.7	61	-0.2%	3.9%	0.9%[50 µM]	-1%
Fc1cccc(NC(=S)NCc2cccnc2)c1	2%	3%	-10%	-21%	-0.3	60	-0.3%	1.0%	2.3%	0%
N#Cc1nc(-c2ccc(F)cc2)oc1NCc1cccc2c1OCO2	4%	4%	-24%	-11%	8.1	46	-0.1%	2.4%	-1.2%	19%

From PubChem BioAssay

A portion of the library; rates above refer to the full screens.
